# Screening results from PubChem BioAssay.
# TIM10 inh: inhibits growth of TIM10 yeast strain | S. cerevisiae TIM10 strain growth, BacTiter-Glo luminescence, 24 h | inhibition, % at 10 µM | AID 463195 | hit rate 1.4% among 330,000;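 active = inhibition of 40% or more at the single tested concentration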;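 note: wild-type TIM10 isogenic control strain grown at permissive 25 °C; 0% = DMSO yeast wells and 100% = minimal medium wells without yeast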
# beta cell repl: induces beta-cell replication in MIN6 cells; MIN6 cells proliferation, ATPlite luminescence, 48 h; cells starved in 0.2% serum; 100% = growth in 10% serum; proliferation, % at 10 µM; hit rate 0.29% among 330,000; AID 2380;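 active = compounds whose signal lies at least 3.5 SD above the mean of all wells on their plate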;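 note: 0% = DMSO-treated cells in low-serum medium and 100% = 10% serum control; some compounds called inactive have numbers as strong as hits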
# tim23-1 inh: tim23-1 yeast growth inhibition; AID 463212; hit rate 1.3% among 330,000; inhibition, % at 20 µM; S. cerevisiae tim23-1 growth, BacTiter-Glo luminescence, 24 h;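 active = growth inhibition of the mutant yeast at or above 50%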;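 note: temperature-sensitive mutant grown at 25 °C; plate controls were DMSO-treated mutant yeast for no effect and medium wells lacking yeast for full effect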
# APJ agonist: activates the human apelin receptor APJ | P35414 | CHO-K1 APJ PathHunter beta-arrestin, luminescence; 0% DMSO wells, 100% apelin | activation, % at 20 µM | hit rate 0.11% among 330,000 | AID 2520;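 active = activation more than six SD over the plate average, tested at 20 µM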;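 note: 0% = DMSO alone and 100% = apelin-13 at 10 nM; some results filed as inactive read as strong as hits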
# Target sequence (P35414 whole entry, looked up): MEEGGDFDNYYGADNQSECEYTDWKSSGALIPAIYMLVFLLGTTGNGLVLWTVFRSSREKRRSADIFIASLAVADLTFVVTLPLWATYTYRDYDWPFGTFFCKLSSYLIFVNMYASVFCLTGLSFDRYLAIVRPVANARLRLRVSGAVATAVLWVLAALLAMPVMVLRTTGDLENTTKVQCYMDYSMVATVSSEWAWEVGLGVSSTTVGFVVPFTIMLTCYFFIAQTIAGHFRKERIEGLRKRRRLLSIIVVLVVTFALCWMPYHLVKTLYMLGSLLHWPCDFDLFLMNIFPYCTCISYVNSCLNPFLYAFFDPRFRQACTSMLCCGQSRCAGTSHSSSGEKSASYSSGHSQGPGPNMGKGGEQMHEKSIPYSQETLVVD
#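 Test system – PathHunter CHO-K1 APJ (AGTRL-1) beta-arrestin reporter cells · Input – 1000 cells/well · Compound – single test compound dose, 20 µM final, 1% DMSO · Times – compound stimulation 90 min at 25 °C, detection 60 min · Technique – beta-gal luminescence · Read-out basis – APJ–arrestin association signal · Control set – negative DMSO alone, positive Apelin-13 at 10 nM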
# APJ antag: blocks the human apelin receptor APJ | P35414 | CHO-K1 APJ beta-arrestin complementation, luminescence | AID 2521 | hit rate 0.32% among 330,000 | inhibition, % at 20 µM;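 active = inhibition above about 40% at 20 µM, limit read from the data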;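 note: cells challenged with 10 nM apelin-13 agonist together with compound; plate controls were apelin-13 plus DMSO wells for no effect and DMSO wells lacking apelin-13 for full effect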
# MPTP block: inhibitors of mitochondrial permeability transition pore. inhibition, % at 10 µM. hit rate 1.4% among 360,000. isolated mouse mitochondria, Ca2+ swelling absorbance, 30 min. AID 602449;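 active = inhibition of 50% or more, scaled per plate between neutral and stimulator controls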;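 note: 0% = DMSO wells given calcium and 100% = 1 mM EGTA wells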
# tim10-1 inh: growth inhibitors of tim10-1 mutant yeast; S. cerevisiae tim10-1 ts strain growth, BacTiter-Glo, 24 h; inhibition, % at 20 µM; hit rate 2.2% among 330,000; AID 463190;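 active = inhibition of at least 40%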;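 note: mutant grown at 25 °C; 0% = DMSO wells with yeast and 100% = wells holding no yeast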
# NLRP3 yeast inh: blocks the NALP3 inflammasome reconstituted in yeast; Yeast reconstituted NLRP3/ASC/caspase-1, beta-gal luminescence, 24 h; inhibition, % at 10 µM; hit rate 0.39% among 330,000;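 active = inhibition of 50% or more; inactive = inhibition below 50%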;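 note: plate controls were induced DMSO wells for no effect and uninduced yeast grown without galactose for full effect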
# NR3A LBD binder: NR3A (human) ligand-binding domain modulation; NR3A LBD differential scanning fluorimetry, Tm shift; 0% = protein alone, 100% = glycine-bound protein; hit rate 2.5% among 340,000; Tm shift relative to glycine control, % at 25 µM; AID 1259313;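 active = melting temperature shift of at least 10% of the positive control shift, at one fixed dose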
# Numbers without * were called inactive; nt = no result given.
# Start of the data: the first 3 entries, ahead of the listing:
SMILES,TIM10 inh,beta cell repl,tim23-1 inh,APJ agonist,APJ antag,MPTP block,tim10-1 inh,NLRP3 yeast inh,NR3A LBD binder
CC(=O)Nc1nnc(/C=C/c2cccc([N+](=O)[O-])c2)s1,7,-5,9,1,3,-0.5,16,15,0
Cc1cc(C)cc(NC(=O)CCN2CC(C)OC(C)C2)c1 (stereo unspecified),14,-1,8,-1,10,0.0,-13,18,-11
CCn1c(/C=C/c2cc(Br)ccc2O)nc2ccccc2c1=O,58*,-2,63*,6,10,5.2,67*,23,3

# Results, repeating the preview:
SMILES,TIM10 inh,beta cell repl,tim23-1 inh,APJ agonist,APJ antag,MPTP block,tim10-1 inh,NLRP3 yeast inh,NR3A LBD binder
CC(=O)Nc1nnc(/C=C/c2cccc([N+](=O)[O-])c2)s1,7,-5,9,1,3,-0.5,16,15,0
Cc1cc(C)cc(NC(=O)CCN2CC(C)OC(C)C2)c1 (stereo unspecified),14,-1,8,-1,10,0.0,-13,18,-11
CCn1c(/C=C/c2cc(Br)ccc2O)nc2ccccc2c1=O,58*,-2,63*,6,10,5.2,67*,23,3
COc1ccc(N2CCN(C3CC(=O)N(C)C3=O)CC2)cc1 (stereo unspecified),-6,-2,-13,0,13,-6.7,4,18,-1
CCN(CC(=O)N1CCCC1)S(=O)(=O)c1ccc(F)cc1,2,1,3,0,-17,-0.3,-5,5,0
CCn1ncc(Br)c1C(=O)Nc1ccc(C(=O)OC(C)C)cc1,44*,-3,5,4,6,0.9,18,18,-2
Cc1ccc(CNc2ccc(N3CCOCC3)c(Cl)c2)cc1,2,-2,30,2,-1,0.9,5,36,1
CC(NC(=O)Nc1ccc([N+](=O)[O-])cc1)C(c1ccccc1)N1CCOCC1 (stereo unspecified),9,-2,-1,0,2,-1.3,12,10,-7
CC1=Nc2ccc3ccccc3c2C1(C)C,-1,0,13,-1,-14,0.2,11,27,0
O=C(COc1ccc(F)cc1)Nc1nnc(-c2ccncc2)s1,0,0,-4,-1,-16,0.4,4,15,1
CCN(CC)CCCNC(=O)c1cc2nc(-c3ccccc3)cc(C(F)(F)F)n2n1,5,-1,1,-4,2,0.1,4,30,1
CC(=O)NCCC(=O)Nc1cc(S(=O)(=O)N2CCOCC2)ccc1N1CCOCC1,-9,-3,-12,-2,18,0.3,12,8,-2
NC(=O)[C@H]1CC2(CC(c3cccc(NC(=O)[C@H]4CCC(=O)N4)c3)=NO2)CN1C(=O)c1ccccc1C(=O)c1ccccc1 (stereo partly specified),9,1,9,8,0,-1.5,7,4,0
CCCCCC(=O)NCc1c(C(F)(F)F)nn(C)c1N1CCOCC1,-6,-1,4,0,23,-1.7,13,4,0
COc1cc(Br)cc(/C=C/c2ccc3cccc(O)c3n2)c1OC,-4,-6,31,-8,27,1.8,26,-10,-1
CCc1nnc(NC(=O)C2CCC(CNc3c(N4CCCCC4)c(=O)c3=O)CC2)s1 (stereo unspecified),-1,2,-4,-2,16,0.1,-6,6,0
Cc1cccc(N2CC(O)(c3cccs3)[N+]3=C2CCCCC3)c1 (stereo unspecified),-9,-5,-1,-1,-14,-0.4,18,2,0
O=C(COC(=O)Cn1cc(C(F)(F)F)ccc1=O)Nc1ccc(Br)cc1F,-7,-3,1,10,17,0.0,-5,15,0
CC(=O)C1=C(C)NC(=O)NC1c1cc(Br)ccc1OCC(N)=O (stereo unspecified),11,2,6,-5,7,-5.6,-2,1,-1
Cc1cccc(NC(=S)NC2CCN(Cc3ccccc3)CC2)c1C,-17,1,-4,-3,8,-2.0,-5,18,-1
COc1ccc2nc(N3CCCC(O)C3)c(C#N)cc2c1 (stereo unspecified),11,0,9,3,12,-2.2,21,6,-2
Cn1c(CNC(=O)c2ccco2)nnc1SCC(=O)N1CCN(c2ccccc2)CC1,2,-4,-5,-3,22,-0.2,-6,22,0
O=S(=O)(NCc1ccccn1)c1ccccc1,9,-3,21,-1,-19,-1.3,3,-2,1
Cc1cccc(-c2n[nH]c(=S)n2/N=C/c2ccc(C)s2)c1,16,0,-2,-2,0,2.2,12,26,-1
CCOc1ccccc1N1CCN(CC(O)COC2CCCc3ccccc32)CC1 (stereo unspecified),12,0,17,-3,-2,0.7,-15,22,-3
CCNc1cc2n(c(=O)n1)CCc1cc(OC)c(OC)cc1-2,-5,-2,-7,3,14,-1.1,-6,9,-1
FC(F)(F)c1nc(NCc2cccnc2)c2ccccc2n1,-14,2,12,2,18,0.3,-24,14,1
O=C(Nc1ccc(F)cc1F)C1CCCN1S(=O)(=O)c1ccc(-c2ccc(=O)[nH]n2)s1 (stereo unspecified),-4,-6,10,0,-24,-0.7,-11,2,2
Clc1ccc(CNc2ccc3nnc(-c4ccccc4)n3n2)cc1,-6,-2,12,0,12,0.3,14,5,1
CCOC(=O)N1CCN(C(=O)CCN2C(=O)/C(=C\c3ccccc3OC)SC2=S)CC1,2,-4,15,3,-6,0.5,2,18,-1
CCCCNC(=O)Nc1nnc(C(C)(C)C)s1,3,5.1*,-1,3,-4,3.5,16,8,2
COc1ccccc1NC(=O)CSc1nnc(NC(=O)C2CCC2)s1,-6,0,0,-3,9,-3.2,12,-1,6
O=C(Nc1ccc(Cl)c(Cl)c1)Oc1ccc(NC(=O)c2ccco2)cc1,19,-5,29,-4,-4,102*,44*,2,27*
S=C(Nc1cccc(Cl)c1)Nc1ccc2cn[nH]c2c1,15,0.0*,25,4,-7,55*,18,20,13*
Cc1cccc2c1N(C)C(=O)C2=O,-1,-4,20,0,3,5.4,-4,12,-1
COc1ccccc1-n1ccn(CC(=O)Nc2ccc(C)cc2Cl)c(=O)c1=O,-8,6,-21,0,8,-0.4,-11,18,1
Cc1nnc(SCc2ccc(Cl)cc2)nc1/C=C/N(C)C,8,-3,19,-5,5,7.1,25,3,-3
COc1cc(C)ccc1OCc1cc(C(=O)NCCN2CCOCC2)no1,-1,1,10,5,5,0.9,-20,10,3
O=C(OCC(=O)N1CCOCC1)c1ccc(Br)cc1,8,0,1,0,17,-0.1,-25,9,-1
O=C(Nc1ccc(NC(=O)c2sc3ccccc3c2Cl)cc1)c1ccco1,-23,-1,-12,-1,-13,-0.3,20,37,29*
CC(=O)Nc1ccc(S(=O)(=O)N2CCN(S(=O)(=O)c3cccs3)CC2)cc1,-3,-2,-10,-6,1,0.1,-3,8,1
CCN(Cc1ccncc1)C(=S)NCc1ccccc1,-11,3,-3,-1,-4,5.8,11,-1,0
CCCNC(=O)c1ccc(Cl)cc1Cl,3,-3,5,-2,2,0.0,97*,4,nt
C[C@@H]1C[C@H]2[C@@H]3CCC4=CC(=O)C=C[C@]4(C)[C@@]3(F)[C@@H](O)C[C@]2(C)[C@H]1C(=O)CO,-1,0,8,-1,12,2.1,-4,28,0
CC1=C(C)[N+](=O)C2CCCCC2N1[O-] (stereo unspecified),-8,-1,0,-4,13,-1.6,-2,8,0
CCC/C(=N/NC(=O)c1ccc2c(c1)OCO2)c1cccs1,6,0,19,-1,11,1.5,26,-3,-3
C[C@@H]1CCC(=O)N(CC[C@H](Sc2ccccc2)c2ccccc2)CC1,13,-5,28,-6,9,0.6,39,26,6
Cc1ccc(/C=N/n2c(C3CCCCC3)n[nH]c2=S)o1,14,0,42,5,1,-1.7,32,12,-7
Nc1c(S(=O)(=O)c2cccs2)c2nc3ccccc3nc2n1Cc1ccc2c(c1)OCO2,8,-3,8,-4,5,2.0,17,16,6
O=C(CSc1nc(=O)n(CCN2CCOCC2)c2c1CCCC2)Nc1ccc([N+](=O)[O-])cc1,-7,1,-3,-5,13,-3.7,-2,23,-2
Cc1ccc(S(=O)(=O)N2CCCNCC2)cc1,-14,0,15,1,16,-0.6,1,13,0
CNc1nc(Nc2ccc(C)c(Cl)c2)c2cnn(C)c2n1,22,-2,24,-3,-10,1.9,30,10,-9
NS(=O)(=O)c1ccc(CNC(=O)C2CCCCC2)cc1,-9,-1,17,4,2,-0.6,13,-4,-1
COc1cccc(/C=N/Nc2nc(N3CCCC3)nc(N3CCCC3)n2)c1O,22,-2,45,0,-16,-1.8,2,4,-3
CCCC1=C(C(=O)OCC)C(c2cccnc2)n2nc(C)nc2N1 (stereo unspecified),-10,-2,3,1,-6,0.9,-5,17,1
Cc1c(C(=O)N2CCCCCC2)c(S(=O)(=O)Nc2cccc(F)c2)c(C)n1C,18,3,26,2,12,2.4,19,5,2
CCOc1c(Br)cc(/C=C(\C#N)C(=O)NC2CC2)cc1OC,56*,-1,87*,15,-26,-0.5,85*,14,0
C/C(=N\NC(N)=S)c1ccc2c(c1)OCCO2,-3,-3,10,3,-32,1.3,17,16,1
CC(=O)Oc1ccc(C(=O)Nc2cccc3c2CCCC3)cc1,13,-4,38,-4,9,-0.5,29,19,0
Cc1ccc(C)c(NC(=S)NC(NC(=O)OCc2ccccc2)C(Cl)(Cl)Cl)c1 (stereo unspecified),5,-1,9,-1,-9,95*,17,2,15*

# Additional entries follow.
SMILES,TIM10 inh,beta cell repl,tim23-1 inh,APJ agonist,APJ antag,MPTP block,tim10-1 inh,NLRP3 yeast inh,NR3A LBD binder
O=C(Nc1ccccc1)c1cn2ccccc2n1,-3,-5,-17,-1,-2,0.2,-8,1,0
O=C(NCCN1CCOCC1)c1ccc2c(c1)N(Cc1ccc(Cl)cc1)C(=O)CS2,7,0,3,-2,9,0.3,7,3,-1
O=C(COC(=O)c1ccc(O)cc1O)NC(=O)NCc1ccccc1,4,-3,1,-3,8,-0.3,-12,8,-3
COC(=O)c1ccccc1N(Cc1ccccc1)S(C)(=O)=O,1,0,5,-4,2,1.1,11,0,-1
CCOC(=O)COc1c(OC)cc(Cl)cc1C1Nc2ccccc2C(=O)N1c1ccccc1 (stereo unspecified),30,-1,44,-4,32,0.6,35,7,1
O=C(CCCN1C(=O)/C(=C\c2cccs2)SC1=S)Nc1ccccn1,11,-1,-3,-4,6,0.8,15,6,-6
COCCn1c(=O)c2c(nc3n2CCCN3CCc2ccccc2)n(C)c1=O,14,0,5,-1,10,-0.6,13,7,1
c1ccc(-c2onc3cc4c(cc23)OCCO4)cc1,44*,-2,-3,0,-13,-2.0,33,35,-1
COc1cc2c(C(=O)N(C)c3cc(Cl)ccc3OC)cn(C)c(=O)c2cc1OC,5,-5,10,-5,-6,-0.1,26,9,-1
COCCCNC(=O)c1ccc(CNS(=O)(=O)c2ccc(NC(C)=O)cc2)cc1,2,-1,8,-1,1,-0.4,14,-2,2
COC(=O)C(C)N(C(=O)c1ccc(Cl)cc1)c1c(C)cccc1C (stereo unspecified),14,0,40,-1,2,-0.2,35,7,1
CC(=O)c1ccc(N2CCN(c3ncccn3)CC2)cc1,-13,0,3,-3,-18,0.8,0,16,4
O=C(c1cnccn1)N1CCCC(N2CCN(c3cccc(Cl)c3)CC2)C1 (stereo unspecified),-1,2,6,3,-2,-2.6,-4,13,-1
CC(C)(C)CC(=O)Nc1nnc(SCC(=O)Nc2ccccc2F)s1,-10,-7,17,-3,-19,-0.4,-4,17,4
C/C(CC(=O)NC(C)(C)C)=N\NC(N)=S,4,1,13,-3,-2,-2.8,3,12,-5
C=CCSc1nnc(NC(=O)CSc2nc(CCC)cc(=O)[nH]2)s1,-7,-1,-8,-2,-12,4.4,-19,10,3
Cc1nn(-c2ccccc2Cl)c2sc(C(=O)Nc3nnc(C4CC4)s3)cc12,-9,-2,-40,1,5,1.1,-6,17,2
CCNC(=O)COC(=O)c1csc2c1CCCC2,-31,0,16,0,-19,0.0,6,56*,-3

# This is a random part of the collection; overall some 7.2% were active at least once.
